PLC-beta3 inh = inhibitors of human phospholipase C beta3; Q01970; Purified PLC-beta3, fluorogenic substrate, fluorescence; inhibition, % at 12.2 µM; 0.18% of 370,000 active; in the data active = inhibition above about 11%;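 also: 0% = median of compound wells on plate and 100% = full blocker control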
Target sequence (Q01970 whole entry, looked up): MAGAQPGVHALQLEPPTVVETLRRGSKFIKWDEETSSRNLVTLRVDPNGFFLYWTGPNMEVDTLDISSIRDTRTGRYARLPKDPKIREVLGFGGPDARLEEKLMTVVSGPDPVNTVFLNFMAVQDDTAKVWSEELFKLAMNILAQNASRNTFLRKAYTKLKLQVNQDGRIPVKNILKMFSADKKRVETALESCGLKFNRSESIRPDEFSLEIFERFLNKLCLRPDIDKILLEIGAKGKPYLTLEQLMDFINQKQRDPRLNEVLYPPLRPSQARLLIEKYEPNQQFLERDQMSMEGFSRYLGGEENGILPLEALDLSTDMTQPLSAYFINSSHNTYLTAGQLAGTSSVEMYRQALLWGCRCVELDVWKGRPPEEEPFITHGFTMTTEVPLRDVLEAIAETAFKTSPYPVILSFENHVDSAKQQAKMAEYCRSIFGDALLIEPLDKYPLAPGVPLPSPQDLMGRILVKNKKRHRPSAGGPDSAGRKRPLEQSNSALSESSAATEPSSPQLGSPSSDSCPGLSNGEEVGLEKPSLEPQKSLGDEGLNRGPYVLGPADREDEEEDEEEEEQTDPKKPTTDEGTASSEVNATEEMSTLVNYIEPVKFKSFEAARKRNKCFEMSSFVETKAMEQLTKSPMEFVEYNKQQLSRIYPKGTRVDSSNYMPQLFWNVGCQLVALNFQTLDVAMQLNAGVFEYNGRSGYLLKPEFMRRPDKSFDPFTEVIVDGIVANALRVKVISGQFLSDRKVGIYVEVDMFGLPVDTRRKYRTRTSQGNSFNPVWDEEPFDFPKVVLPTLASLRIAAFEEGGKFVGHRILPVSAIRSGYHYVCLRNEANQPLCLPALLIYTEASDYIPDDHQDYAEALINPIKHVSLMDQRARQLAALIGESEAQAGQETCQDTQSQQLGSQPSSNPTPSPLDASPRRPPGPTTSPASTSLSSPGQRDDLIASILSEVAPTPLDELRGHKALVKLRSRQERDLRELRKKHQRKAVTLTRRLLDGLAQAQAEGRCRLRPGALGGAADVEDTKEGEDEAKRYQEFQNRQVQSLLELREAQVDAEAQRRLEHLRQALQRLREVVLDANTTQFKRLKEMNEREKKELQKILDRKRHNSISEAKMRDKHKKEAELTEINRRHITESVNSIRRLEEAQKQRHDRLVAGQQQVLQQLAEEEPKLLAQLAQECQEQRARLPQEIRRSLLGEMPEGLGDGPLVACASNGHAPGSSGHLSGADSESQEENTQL
hgDAF-12 ag = hgDAF-12 agonism, primary luciferase screen; HEK293 GAL4-hgDAF12 UAS-luciferase reporter, agonist luminescence; normalized to butyrate control; activation, % at 6.8 µM; 1.8% of 370,000 active; AID 687014;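 active = activation above a cutoff set at the mean of all screened compounds plus 3 SD, cut at about 10% in these data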;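 also: 0% = DMSO wells and 100% = sodium butyrate wells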
ADAM17 inh = inhibits human ADAM17 | recombinant ADAM17, EDANS/DABCYL FRET peptide cleavage | inhibition, % at 6.95 µM | 0.83% of 370,000 active | AID 720648;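 active = inhibition above the mean of compounds lying between control limits plus 3 SD, set per campaign, cut at about 8.5% in these data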;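 also: 0% = DMSO-only wells as the low control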
ssDAF12 agonist = S. stercoralis DAF-12 activation, primary screen; activation, % at 6.8 µM; 1% of 370,000 active; HEK293 ssDAF-12/GRIP1 lit1-tk-luc reporter, luminescence; % of 3 µM dafachronic acid response;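 active = activation above the mean over all tested compounds plus 3 SD, cut at about 0.9% in these data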;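 also: 0% = DMSO-only wells and 100% = 3 µM delta7-dafachronic acid wells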
hcDAF12 agonist = activates DAF-12 receptor from parasite H. contortus | HEK293 hcDAF-12 lit1-tk-luc reporter, luminescence; 0% DMSO, 100% Δ7-dafachronic acid | activation, % at 6.8 µM | 1.4% of 370,000 active | AID 652067;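 active = activation above the mean of all tested compounds plus 3 SD, cut at about 5.5% in these data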;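 also: 100% = response to 3 µM Δ7-dafachronic acid high control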
DAX1 inh-1 = blocks DAX1 repression of SF-1 activated StAR promoter. HEK293T StAR-luciferase reporter, SF-1/DAX-1 repression relief. inhibition, % at 6.8 µM. 1.1% of 370,000 active. AID 652010;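 active = inhibition above the mean over all tested compounds plus 3 SD, cut at about 3.6% in these data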;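 also: 0% = DAX-1 cells with DMSO and 100% = cells lacking DAX-1 with DMSO; higher inhibition means more luminescence from relief of DAX-1 repression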
Rev-erbA mod = modulates human Rev-erb alpha binding to DNA | P20393 | Rev-erbα–FITC-DNA binding, fluorescence polarization, 90 min | activity, % at 10 µM | 0.79% of 370,000 active | AID 1259318;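 active = activity above about 14%, limit read from the data; passing the limit was not always enough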;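 also: 0% = DMSO wells with 35 nM protein and 100% = DMSO wells with 750 nM protein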
SMARCA2 activ = activators of SMARCA2 function. activation, % at 9.1 µM. 1% of 370,000 active. MG213 cells, MMTV-luciferase reporter, dexamethasone, overnight; in the data active = activation above about 7.8%;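 also: 0% = vehicle wells and 100% = reference activator wells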
PLC-gamma1 inh = inhibitors of human phospholipase C gamma1. inhibition, % at 12.2 µM. 0.84% of 370,000 active. P19174. purified PLC-gamma1, fluorogenic substrate, fluorescence; in the data active = inhibition above about 9.5%
MBD2 inh = MBD2-methylated oligo binding inhibition. Q9UBB5. TR-FRET, MBD2 binding to methylated oligonucleotide. inhibition, % at 4.4 µM. 0.31% of 370,000 active. AID 686964; in the data active = inhibition above about 13%
DAX1 inh-2 = inhibitors of human orphan nuclear receptor DAX1 (NR0B1) | AID 504766 | inhibition, % at 6.75 µM | P51843 | 0.99% of 340,000 active | HEK293 Gal4-DAX1 luciferase reporter, luminescence;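 active = inhibition above the mean over all tested compounds plus 3 SD, cut at about 4.2% in these data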;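 also: 0% = DAX1-transfected cells with DMSO and 100% = empty-vector control cells with DMSO; inhibition shows as a rise in luminescence from relieved DAX1 repression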
The depositor's hits bear a star; · = not tested or not shown. This is a random part of the collection. About 7.4% of those tested had a hit in this group.

SMILES | PLC-beta3 inh | hgDAF-12 ag | ADAM17 inh | ssDAF12 agonist | hcDAF12 agonist | DAX1 inh-1 | Rev-erbA mod | SMARCA2 activ | PLC-gamma1 inh | MBD2 inh | DAX1 inh-2
COc1cccc(/C=C(\CC(=O)O)c2nc3ccccc3s2)c1 | -13 | 6.9 | -9 | -0.8 | 0.1 | 0.0 | -6 | -3 | -10 | 5 | -0.2
O=C(NNC(=S)Nc1ccc(Cl)cc1)c1cccs1 | -8 | 14* | 1 | -1.2 | 1.7 | 1.8 | -1 | 0 | -6 | -2 | 3.3
Cc1noc(C)c1S(=O)(=O)N1CCCc2nc(-c3ccccc3)ccc21 | -5 | -2.2 | -3 | -1.1 | -1.4 | -2.1 | 4 | -4 | 0 | 1 | ·
CCSc1ccc([C@@H]2[C@H]3C(=O)N(C)C(=O)[C@H]3[C@]3(C(=O)OC)CCCCN23)cc1 | 3 | -6.0 | 18* | -2.0 | -2.3 | -0.6 | 4 | -2 | 10* | -2 | 0.1
COc1cc(SC)ccc1C(=O)Nc1cccc(C2OCCCO2)c1 | -10 | 3.1 | -1 | -0.2 | 1.4 | 1.4 | -2 | 3 | -1 | 3 | 1.5
CNC(=O)CNC(=O)Nc1ccc(C)cc1 | 3 | 0.7 | 2 | -1.1 | -0.1 | 0.7 | 1 | 1 | 0 | -2 | 3.0
Cc1cc(=O)[nH]c(N2CCN(c3ccc(Cl)cc3)CC2)n1 | -1 | 0.2 | 0 | -1.1 | -1.1 | -0.2 | -5 | -2 | 7 | 2 | 1.0
Cc1cccc(C)c1NC(=O)CSc1nnc(C)n1CC1CCCO1 (stereo not given) | 4 | -0.8 | -2 | -1.7 | -1.6 | -0.1 | -2 | -1 | -1 | 5 | 0.8
O=C(Cc1ccc(F)cc1)N[C@@H]1c2ccccc2CC[C@@H]1OCc1ccccc1 | -2 | 2.8 | -10 | -0.8 | 1.2 | 0.5 | 0 | -1 | -1 | 4 | -1.2
CC(C)C(NS(=O)(=O)c1ccccc1)C(=O)NC1CCCC1 (stereo not given) | -6 | -0.7 | 0 | -0.9 | -1.8 | -1.1 | -2 | -2 | 0 | -4 | 0.2
CC(C)=CCN1CCN(Cc2ccc(C)s2)CC1CCO (stereo not given) | -9 | -1.4 | -1 | -1.2 | -0.5 | -0.3 | -2 | -4 | 3 | 4 | -1.0
Cc1cc(C)c(S(=O)(=O)NCCC2CCCN2C)c(C)c1 (stereo not given) | -1 | 0.3 | -1 | 0.3 | -0.1 | -0.5 | 6 | -2 | -1 | 1 | 0.3
CC(C)=CC(=O)OCC(=O)Nc1cc(C)cc(C)c1 | 4 | 1.5 | 0 | -0.6 | -1.3 | 0.2 | 0 | 2 | 0 | 4 | -1.2
O=C(c1ccc(F)cc1)N(c1ccccn1)C1CCCCC1 | -5 | 1.9 | -5 | -1.2 | -1.1 | 0.5 | -7 | -5 | 1 | 2 | -0.8
COc1ccc(/C=C/C(=O)NCC(=O)N/N=C(\C)Cc2ccccc2)cc1 | -6 | -2.4 | -5 | -0.7 | -1.4 | -0.1 | 3 | -3 | 0 | -6 | 0.4
O=C(/C=C/c1ccccc1)Nc1sc2c(c1C(=O)O)CCC2 | -46 | 3.2 | -2 | -1.6 | -0.4 | 0.7 | 8 | 1 | -25 | -4 | 1.5
CN(C)c1ccc(CCc2ccc(N)cc2)cc1 | -17 | -8.4 | -5 | -2.8 | -6.4 | -0.8 | 1 | -11 | -6 | 1 | -4.5
C[C@H](c1ccccc1)N1C[C@H](COCc2ccccc2)Oc2cc(N3CC[C@H](O)C3)ccc2S1(=O)=O | 0 | 2.6 | 8 | -1.1 | 1.4 | -0.4 | 5 | -4 | -2 | 2 | ·
Cc1cc(C)c2c(NC(=O)CCl)nn(C)c2n1 | -9 | -3.3 | -6 | -0.3 | -0.9 | -5.0 | 4 | -1 | -5 | 0 | -1.7
CCNC(=S)N/N=C/c1ccc(C#N)cc1 | 4 | -2.9 | -3 | -1.7 | -2.5 | -0.7 | 2 | 0 | 3 | 1 | -0.3
C[C@H](NC(=O)c1nc[nH]c1C(=O)N[C@@H](Cc1ccccc1)C(=O)OCc1ccccc1)C(=O)OCc1ccccc1 | -1 | -0.9 | 11* | -1.4 | 0.4 | -0.6 | -3 | 1 | 1 | -3 | -0.3
Cc1ccccc1Cn1cc(CN2[C@@H](CC(C)C)COc3cccc(F)c3S2(=O)=O)nn1 | 2 | 0.8 | 1 | -1.6 | -2.4 | -0.8 | 0 | 1 | 1 | -4 | ·
Cc1cccc(NC(=O)CC2NC3CCCCC3NC2=O)c1 (stereo not given) | 2 | -3.6 | -4 | -0.5 | 0.0 | -0.1 | -6 | 0 | 2 | 0 | 4.1
Cc1ccc(NC(=O)C(C)c2ccc(-c3ccccc3)c(F)c2)c(C)c1 (stereo not given) | 1 | -1.4 | -7 | -1.3 | 1.0 | -0.2 | -4 | 0 | 0 | 3 | 1.0
CC(=O)Nc1ccc(Nc2ccc(S(=O)(=O)C(F)(F)F)cc2[N+](=O)[O-])cc1 | 3 | -2.8 | 0 | -1.1 | -1.7 | -1.2 | 0 | -3 | 2 | -3 | -1.2
O=C(Cn1nnc(-c2cccs2)n1)N1c2ccccc2Sc2ccc(C(F)(F)F)cc21 | 2 | -2.5 | 4 | -0.4 | -0.4 | 0.0 | 5 | -4 | 4 | 2 | -0.7
COc1c(O)ccc(/C=N/NC(=O)c2ccc3c(c2)OCCO3)c1[N+](=O)[O-] | -14 | 15* | -7 | -0.5 | 1.9 | 2.1 | -6 | 5 | -3 | -3 | 3.2
Cc1ccc2c(c1)S/C(=C/c1ccc[n+](CCO)c1)N2C | -2 | -0.1 | 0 | -1.8 | -0.4 | -1.8 | -4 | -4 | 0 | -9 | -0.6
COc1ccc(C(=O)CCC(=O)N2CCN(c3cccc(Cl)c3)CC2)cc1 | -2 | -0.4 | 2 | -1.0 | -1.3 | 1.3 | 1 | -2 | 4 | -2 | 0.2
CCOC(=O)[C@H]1[C@H]2COc3ccc(OC)cc3[C@@H]2N2C(=O)c3ccc(F)cc3NC(=O)[C@@]12C | -2 | 3.1 | -3 | -1.0 | -1.0 | -0.1 | -1 | 1 | 0 | 12 | 0.3
CC1(C)Cc2c(cnn2-c2ccc(F)cc2)C(NC(=O)Cn2cncn2)C1 (stereo not given) | -5 | -0.1 | 1 | -1.2 | -0.8 | 1.1 | 6 | 0 | 1 | 0 | 0.2
CCc1ccc(C(CNc2nc(C(F)(F)F)nc3ccccc23)N(C)C)cc1 (stereo not given) | -8 | 1.1 | 4 | -1.3 | -0.6 | -0.2 | 8 | -2 | -1 | -5 | -0.8
O=C1Nc2ccccc2C1C(C[N+](=O)[O-])c1ccccc1 (stereo not given) | -6 | 3.4 | -2 | -0.7 | 0.1 | -0.1 | -5 | -2 | -1 | 0 | -0.8
Cc1cc(OC(=O)C2CC2)c([N+](=O)[O-])c(=O)[nH]1 | 0 | 2.6 | 0 | -1.6 | -1.9 | 0.2 | -3 | 0 | 7 | -8 | 0.2
COc1ccc(CN2CCCC(C(=O)N3CCCCC3)C2)cc1 (stereo not given) | -4 | -1.5 | 3 | -1.8 | -2.1 | -0.4 | -1 | 4 | 8 | 2 | -0.9
CCc1ccc(OCC(=O)Nc2ccc3oc(=O)ccc3c2)cc1 | -35 | -0.8 | -11 | -1.2 | -2.4 | -0.5 | 5 | -2 | -28 | 0 | -2.3
COC(=O)c1ccc(Oc2nc(NC(C)C)nc(N(C)C)n2)cc1 | 15* | -0.7 | 4 | -1.1 | -0.1 | -0.2 | -2 | -2 | 3 | 3 | -0.1
CN1CCN(S(=O)(=O)c2ccc(NC(=O)c3ccc(Br)o3)cc2)CC1 | 1 | 2.5 | 1 | -0.9 | -0.1 | 0.1 | -5 | 8.2* | 2 | -1 | 0.7
COc1ccc(C(=O)N(CCN2CCOCC2)CC(=O)NC2CCCC2)cc1OC | 1 | -0.4 | -5 | -1.9 | -0.1 | 0.7 | 1 | -2 | 0 | 1 | 1.0
O=C(NCc1ccc2c(c1)OCO2)Oc1ccccc1 | 2 | 1.1 | 1 | -0.5 | 0.6 | -0.9 | -2 | 0 | 1 | -1 | 1.0
COc1cccc(C(=O)Nc2cccc(-c3ccc(N4CCOCC4)nn3)c2)c1OC | -18 | 4.9 | 0 | -1.0 | 0.8 | 1.3 | -5 | 12* | -11 | -3 | -1.9
Cc1ccc(C2(C)NC(=O)N(CC(=O)NC(=O)NC(C)C)C2=O)cc1 (stereo not given) | -7 | 1.8 | -4 | -0.1 | 2.0 | -0.2 | 3 | -3 | 0 | 5 | -0.4
CS(=O)(=O)c1ccc(Cl)c(NC(=O)CN2CCN(S(=O)(=O)/C=C/c3ccccc3)CC2)c1 | -8 | -2.1 | -1 | -1.6 | -0.4 | -1.3 | -3 | -2 | -1 | 4 | -0.1
O=C(C1CCCN(S(=O)(=O)c2cccc3cccnc23)C1)N1CCN(c2ccccc2F)CC1 (stereo not given) | 3 | -2.1 | 1 | -1.0 | -3.4 | -1.2 | 5 | -1 | 2 | -2 | -0.8

In a second layout: results already given.
Order of values: PLC-beta3 inh	hgDAF-12 ag	ADAM17 inh	ssDAF12 agonist	hcDAF12 agonist	DAX1 inh-1	Rev-erbA mod	SMARCA2 activ	PLC-gamma1 inh	MBD2 inh	DAX1 inh-2
Cc1ccc(C2(C)NC(=O)N(CC(=O)NC(=O)NC(C)C)C2=O)cc1 (stereo not given)
    -7	1.8	-4	-0.1	2.0	-0.2	3	-3	0	5	-0.4
CS(=O)(=O)c1ccc(Cl)c(NC(=O)CN2CCN(S(=O)(=O)/C=C/c3ccccc3)CC2)c1
    -8	-2.1	-1	-1.6	-0.4	-1.3	-3	-2	-1	4	-0.1

Entries above with a Cl atom:
SMILES | PLC-beta3 inh | hgDAF-12 ag | ADAM17 inh | ssDAF12 agonist | hcDAF12 agonist | DAX1 inh-1 | Rev-erbA mod | SMARCA2 activ | PLC-gamma1 inh | MBD2 inh | DAX1 inh-2
O=C(NNC(=S)Nc1ccc(Cl)cc1)c1cccs1 | -8 | 14* | 1 | -1.2 | 1.7 | 1.8 | -1 | 0 | -6 | -2 | 3.3
Cc1cc(=O)[nH]c(N2CCN(c3ccc(Cl)cc3)CC2)n1 | -1 | 0.2 | 0 | -1.1 | -1.1 | -0.2 | -5 | -2 | 7 | 2 | 1.0
Cc1cc(C)c2c(NC(=O)CCl)nn(C)c2n1 | -9 | -3.3 | -6 | -0.3 | -0.9 | -5.0 | 4 | -1 | -5 | 0 | -1.7
COc1ccc(C(=O)CCC(=O)N2CCN(c3cccc(Cl)c3)CC2)cc1 | -2 | -0.4 | 2 | -1.0 | -1.3 | 1.3 | 1 | -2 | 4 | -2 | 0.2
CS(=O)(=O)c1ccc(Cl)c(NC(=O)CN2CCN(S(=O)(=O)/C=C/c3ccccc3)CC2)c1 | -8 | -2.1 | -1 | -1.6 | -0.4 | -1.3 | -3 | -2 | -1 | 4 | -0.1

Assay outcomes from PubChem BioAssay.
